# CCHF vOTU inh: CCHFV vOTU protease inhibition; AID 651958; inhibition, % at 11.5 µM; Pep-AMC fluorescence; actives 0.55% (n = 370,000); in the data active = inhibition above about 30%; also: 0% = vehicle wells with enzyme and 100% = no enzyme wells
# MazEF act: activators of E. coli MazEF toxin-antitoxin RNase | P0AE70 | FAM/BHQ RNA-DNA oligo cleavage fluorescence, 5 h | activation, % at 20 µM | actives 0.32% (n = 350,000); in the data active = activation above about 50%
# Target sequence (P0AE70 whole entry, looked up): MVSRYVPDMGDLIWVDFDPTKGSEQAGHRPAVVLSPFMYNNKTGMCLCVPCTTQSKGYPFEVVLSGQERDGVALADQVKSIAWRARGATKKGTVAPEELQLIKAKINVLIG
# BoNT F protease: blocks Botulinum neurotoxin F light chain protease | actives 0.22% (n = 360,000) | Multiplex microsphere protease cleavage assay, flow cytometry | inhibition, % at 10 µM; in the data active = inhibition above about 35%, passing the limit was not always enough; inconclusive = no clear call, values can overlap the other calls; also: plate controls were buffer without enzyme for full effect and enzyme alone for no effect
# VHR inh abs: inhibitors of human VHR1 phosphatase (DUSP3); P51452; actives 0.52% (n = 290,000); AID 1654; inhibition, % at 13.3 µM; recombinant VHR phosphatase, pNPP absorbance; in the data active = inhibition above about 50%; also: some compounds called inactive have numbers as strong as hits
# Target sequence (P51452 whole entry, looked up): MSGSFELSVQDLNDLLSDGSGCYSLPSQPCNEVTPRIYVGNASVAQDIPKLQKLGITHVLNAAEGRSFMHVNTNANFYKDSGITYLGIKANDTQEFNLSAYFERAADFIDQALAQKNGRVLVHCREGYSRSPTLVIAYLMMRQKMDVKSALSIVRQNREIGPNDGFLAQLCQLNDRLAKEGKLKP
# BoNT A protease: BoNT A light chain protease inhibition; multiplex microsphere protease substrate cleavage, flow cytometry; inhibition, % at 10 µM; actives 0.17% (n = 360,000); AID 588499; also: plate controls were buffer without enzyme for full effect and enzyme alone for no effect
# SSB-PriA inh: blocks PriA binding to SSB C-terminal tail | AlphaScreen SSBct-PriA binding, biotinylated peptide | inhibition, % at 33 µM | actives 0.6% (n = 430,000); in the data active = inhibition mostly above about 37%, no sharp cut-off; inactive = mostly below about 20%;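 also: plate controls were negative control peptide for no effect and reference peptide for full effect; strong numbers were not always called active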
# Anthrax LF prot: inhibitors of Bacillus anthracis lethal factor protease | P15917 | multiplex microsphere protease cleavage assay, LF | inhibition, % at 10 µM | actives 0.12% (n = 360,000) | AID 588501; also: plate controls were buffer without enzyme for full effect and enzyme alone for no effect
# PrPC TRFRET: reduces human prion protein on the cell surface; P04156; cell surface PrPC, TR-FRET read-out; inhibition, % at 13.8 µM; actives 0.43% (n = 370,000); AID 720596; in the data active = inhibition above about 24%; also: 0% = median of the test wells and 100% = reference compound wells
# Rv3671c protease: Rv3671c (M. tuberculosis) protease inhibition; P9WHR9; inhibition, % at 5.96 µM; actives 0.048% (n = 320,000); AID 2606; in the data active = inhibition above about 38%;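 also: extracellular domain of Rv3671c used as enzyme; 0% = enzyme with DMSO and 100% = no enzyme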
# Target sequence (P9WHR9 whole entry, looked up, the tested form may be a part): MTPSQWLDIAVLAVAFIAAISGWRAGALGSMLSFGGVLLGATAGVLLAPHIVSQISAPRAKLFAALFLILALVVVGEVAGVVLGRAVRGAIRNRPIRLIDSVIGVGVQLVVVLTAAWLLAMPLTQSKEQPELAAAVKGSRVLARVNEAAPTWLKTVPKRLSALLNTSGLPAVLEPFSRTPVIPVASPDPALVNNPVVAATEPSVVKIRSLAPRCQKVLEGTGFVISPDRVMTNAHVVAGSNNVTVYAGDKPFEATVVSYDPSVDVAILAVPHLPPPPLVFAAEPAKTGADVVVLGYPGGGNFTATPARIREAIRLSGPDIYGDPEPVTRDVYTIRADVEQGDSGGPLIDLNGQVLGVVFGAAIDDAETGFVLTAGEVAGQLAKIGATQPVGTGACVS
# 3CLpro inhibitor: SARS-CoV 3CLpro protease inhibition; P0C6X7; recombinant SARS-CoV 3CLpro, quenched FRET peptide cleavage; inhibition, % at 6 µM; actives 0.14% (n = 290,000); in the data active = inhibition above about 12%
# Numbers without * were called inactive; ? = inconclusive; / = no result given. Rule as the data show it, unless noted: active = inhibition above about 30%; inconclusive = no clear call, values can overlap the other calls; inactive = below that. A portion of the library; count on the stated rates, not on these rows.
nr	structure	CCHF vOTU inh	MazEF act	BoNT F protease	VHR inh abs	BoNT A protease	SSB-PriA inh	Anthrax LF prot	PrPC TRFRET	Rv3671c protease	3CLpro inhibitor
1	CCC1CC2CC(NC(C)=O)C1C2 (centres undefined)	0	5	1	27	-0.3	-15	-3	3	1	6
2	Cc1nn(Cc2ccc(F)cc2)c(C)c1NC(=O)CCCn1nc([N+](=O)[O-])cc1C	-8	9	-4	9	-1.0	-18	-9	-8	1	0
3	CSCCC(NC(=O)c1ccccc1Cl)C(=O)Nc1ccc(C)c(S(=O)(=O)N2CCOCC2)c1 (centres undefined)	10	0	-10	/	-2.0	5	0	-5	-4	/
4	Cc1ccc(-n2ncc3c2CC(C)(C)CC3NC(=O)CCN2CCCO2)cc1 (centres undefined)	11	4	4	-5	1.5	-1	2	6	-4	3
5	Oc1ccc2ccccc2c1CN1CCOCC1	-13	-9	-1	-3	-0.2	-6	-1	-3	3	0
6	CC(C)(C)OC(=O)N1C(=O)[C@](OC(=O)c2ccccc2)(c2ccccc2)c2cccc(F)c21	6	/	-5	/	-0.7	/	-4	5	/	/
7	COc1ccc(S(=O)(=O)N(C)C[C@H]2Oc3ccc(NS(=O)(=O)c4cccs4)cc3C(=O)N([C@H](C)CO)C[C@@H]2C)cc1	11	13	5	/	0.4	4	-1	5	/	/
8	CC1(C)C2CCC(C2)C1(C)NC(=O)CN1CCOCC1 (centres undefined)	3	4	0	-18	0.5	-15	-2	-11	2	2
9	CCOC(=O)c1ccc(-n2c(CN3CCOCC3)nc3ccc([N+](=O)[O-])cc3c2=O)cc1	-1	3	0	17	-0.5	6	-1	-2	2	4
10	Cc1[nH]n(-c2ccccc2)c(=O)c1CCOC(=O)c1ccc(C(F)(F)F)cc1	-4	-3	-10	21	0.3	5	-6	0	2	1
11	O=C(Nc1nnc(SCc2ccccc2Cl)s1)C1COc2ccccc2O1 (centres undefined)	-13	-1	-5	14	0.6	2	1	-3	-18	1
12	O=C(COc1ccccc1Cl)Nc1nc(-c2cccs2)cs1	-4	-11	9	-9	1.0	-20	-8	-3	-98	5
13	COC(=O)c1cn(C(=O)c2cccc(Br)c2)c2ccccc12	2	4	5	-6	-0.8	-28	5	-1	2	1
14	CCCc1nc2c(ccc3ccccc32)cc1CC	-15	-3	10	27	0.2	-1	-12	-1	5	-1
15	O=C1NC(c2cc(Cl)cc([N+](=O)[O-])c2O)Nc2ccccc21 (centres undefined)	9	-7	-6	27	-0.1	2	-6	-2	-5	2
16	COc1ccc(-c2cc(=O)oc3c(C)c(OC(C)C(=O)N4C[C@H]5C[C@@H](C4)c4cccc(=O)n4C5)ccc23)cc1 (some centres undefined)	10	13	-8	4	0.7	/	-3	-26	-8	1
17	COCCNC(=O)c1c[nH]c2ccc(OC)cc2c1=O	-18	1	-16	10	0.0	-15	0	-6	1	7
18	COc1ccc(OC)c(NC(=O)c2ccc(-c3csc(C)n3)cc2)c1	-7	2	2	15	-0.4	-13	-5	-1	-2	1
19	O=Cc1c[nH]c2ccc(OCc3ccccc3)cc12	-5	20	-2	/	0.7	-3	1	5	-7	/
20	CC(C)Nc1nnc(SCC(=O)c2c(N)n(Cc3ccccc3)c(=O)n(C)c2=O)s1	6	-1	-3	11	-0.2	-14	-3	-5	9	0
21	O=C(CSc1ccc(-c2ccccc2)nn1)N1CCCCC1	15	9	-3	12	3.1	-8	0	0	-1	4
22	CC(OC(=O)/C=C/c1ccccc1)C(=O)Nc1ccc(C(N)=O)cc1 (centres undefined)	-5	-14	-1	/	-1.3	-5	0	3	-6	/
23	CCOc1ccc(N(CC(=O)NC2CCCCC2)S(=O)(=O)c2ccc(C)cc2)cc1	5	6	-2	26	-2.1	-3	-9	3	-3	3
24	O=C(O)c1ccc(CS(=O)(=O)c2c(Cl)cccc2Cl)o1	-12	8	-5	-13	-1.7	-4	-5	0	6	1
25	COc1ccc(C(C)(C)C)cc1NC(=O)c1cccc(S(=O)(=O)N2CCN(C(C)=O)CC2)c1	3	18	-11	7	-0.1	-10	-19	7	5	2
26	CC(=O)Nc1c(C)ccc([N+](=O)[O-])c1C	-2	9	-11	/	0.3	-4	0	-1	/	/
27	CCN(CC)CCOC(=O)c1ccc(NC(=O)CCCN2C(=O)/C(=C/c3cccs3)SC2=S)cc1	-1	-25	-4	11	10	16	9	-16	/	-4
28	CC(/C=C/c1ccccc1)=N\Nc1nc(-c2ccccc2)cs1	3	2	-4	6	-2.7	/	-3	-1	1	-5
29	Cc1cc(C)c(C(=O)N2CCCC(CNC(=O)C3(c4ccc(Cl)cc4)CC3)C2)c(=O)[nH]1 (centres undefined)	-8	10	-1	12	0.3	-2	-1	0	-3	3
30	CCN(CC)CCN(CC(=O)Nc1c(C)cc(C)cc1C)C(=O)c1ccccc1	5	4	?	2	-4.7	-6	-4	5	-3	-4

# 15 entries out of the list, ordered by length of the SMILES, ascending.
nr	structure	CCHF vOTU inh	MazEF act	BoNT F protease	VHR inh abs	BoNT A protease	SSB-PriA inh	Anthrax LF prot	PrPC TRFRET	Rv3671c protease	3CLpro inhibitor
1	CCC1CC2CC(NC(C)=O)C1C2 (centres undefined)	0	5	1	27	-0.3	-15	-3	3	1	6
5	Oc1ccc2ccccc2c1CN1CCOCC1	-13	-9	-1	-3	-0.2	-6	-1	-3	3	0
14	CCCc1nc2c(ccc3ccccc32)cc1CC	-15	-3	10	27	0.2	-1	-12	-1	5	-1
17	COCCNC(=O)c1c[nH]c2ccc(OC)cc2c1=O	-18	1	-16	10	0.0	-15	0	-6	1	7
21	O=C(CSc1ccc(-c2ccccc2)nn1)N1CCCCC1	15	9	-3	12	3.1	-8	0	0	-1	4
12	O=C(COc1ccccc1Cl)Nc1nc(-c2cccs2)cs1	-4	-11	9	-9	1.0	-20	-8	-3	-98	5
24	O=C(O)c1ccc(CS(=O)(=O)c2c(Cl)cccc2Cl)o1	-12	8	-5	-13	-1.7	-4	-5	0	6	1
11	O=C(Nc1nnc(SCc2ccccc2Cl)s1)C1COc2ccccc2O1 (centres undefined)	-13	-1	-5	14	0.6	2	1	-3	-18	1
15	O=C1NC(c2cc(Cl)cc([N+](=O)[O-])c2O)Nc2ccccc21 (centres undefined)	9	-7	-6	27	-0.1	2	-6	-2	-5	2
20	CC(C)Nc1nnc(SCC(=O)c2c(N)n(Cc3ccccc3)c(=O)n(C)c2=O)s1	6	-1	-3	11	-0.2	-14	-3	-5	9	0
3	CSCCC(NC(=O)c1ccccc1Cl)C(=O)Nc1ccc(C)c(S(=O)(=O)N2CCOCC2)c1 (centres undefined)	10	0	-10	/	-2.0	5	0	-5	-4	/
25	COc1ccc(C(C)(C)C)cc1NC(=O)c1cccc(S(=O)(=O)N2CCN(C(C)=O)CC2)c1	3	18	-11	7	-0.1	-10	-19	7	5	2
29	Cc1cc(C)c(C(=O)N2CCCC(CNC(=O)C3(c4ccc(Cl)cc4)CC3)C2)c(=O)[nH]1 (centres undefined)	-8	10	-1	12	0.3	-2	-1	0	-3	3
6	CC(C)(C)OC(=O)N1C(=O)[C@](OC(=O)c2ccccc2)(c2ccccc2)c2cccc(F)c21	6	/	-5	/	-0.7	/	-4	5	/	/
7	COc1ccc(S(=O)(=O)N(C)C[C@H]2Oc3ccc(NS(=O)(=O)c4cccs4)cc3C(=O)N([C@H](C)CO)C[C@@H]2C)cc1	11	13	5	/	0.4	4	-1	5	/	/

# Next section:
nr	structure	CCHF vOTU inh	MazEF act	BoNT F protease	VHR inh abs	BoNT A protease	SSB-PriA inh	Anthrax LF prot	PrPC TRFRET	Rv3671c protease	3CLpro inhibitor
31	Cc1oc2cc3oc(=O)c(CCC(=O)N4C[C@H]5C[C@@H](C4)c4cccc(=O)n4C5)c(C)c3cc2c1C	10	10	-5	24	-0.2	/	-2	12	-2	2
32	O=C(CCN1C(=O)/C(=C/c2ccc(Cl)cc2)SC1=S)Nc1ccc(C(=O)O)cc1	7	-15	22	45	-1.8	-10	4	3	-3	-5
33	COCCCN1C(=O)C(CC(=O)NCCc2ccccn2)CC(C(=O)N(C(C)C)C(C)C)=C1C (centres undefined)	8	/	-4	/	-0.9	/	-5	-4	/	/
34	COc1ccccc1CCN1CCCC(CN(C)C(=O)c2ccco2)C1 (centres undefined)	-1	9	2	-26	-0.2	1	-2	2	6	-1
35	COc1ccccc1NS(=O)(=O)c1cccc(NC(=O)C2CC2)c1	4	6	-12	/	-3.8	-14	-2	0	-7	/
36	C[C@]12c3[nH]c4ccccc4c3CCN1C(=O)C(CC(=O)NCCCn1ccnc1)C[C@@H]2C(=O)N1CCOCC1 (some centres undefined)	0	-1	-4	/	0.2	-1	0	-7	1	/
37	O=C(O)C1CCN(S(=O)(=O)Cc2ccccc2)CC1	-3	2	-13	12	-1.7	2	-3	2	-3	-1
38	NC(=O)COC(=O)c1ccc2c(c1)S(=O)(=O)N=C1CCCCCN12	-3	-4	-10	-4	-1.1	-6	-6	3	-6	4
39	CC(CCN1CCN(CCO)CC1)c1ccccc1 (centres undefined)	-5	6	?	-8	?	-12	0	1	6	2
40	CCOC(=O)c1cnc(SCC(=O)Nc2sc(C)c(C)c2C#N)nc1N	4	-20	-22	19	-1.7	4	0	1	3	1
41	CN1CCN(c2ccc([N+](=O)[O-])cc2C(=O)Nc2ccccc2)CC1	9	-3	-1	17	-1.6	-1	4	-22	-20	0
42	O=C(CNC(=O)c1ccccc1F)OCC(=O)c1c[nH]c2ccccc12	-1	8	/	/	/	2	/	-5	4	/
43	O=c1c2ccccc2nc(/C=C/c2ccccc2)n1-c1ccc(O)cc1	-13	17	-64	21	-0.9	-8	4	4	-28	-4
44	CC(OC(=O)c1nn(C)c(=O)c2ccccc12)C(=O)Nc1ccc(S(N)(=O)=O)cc1 (centres undefined)	-10	0	-1	/	3.2	0	-4	-4	3	/
45	COc1ccccc1S(=O)(=O)Cc1ccc(C(=O)NCCN2CCCC2)o1	-4	5	-3	6	-1.2	1	0	2	0	-6
46	CC1=CC(=C(C#N)C#N)C=C(C)N1CCC(C)C	5	-5	-2	-2	-0.9	/	-7	-1	-7	1
47	CCOc1ccc(-c2nc(CSCC(=O)NC3CCN(Cc4ccccc4)CC3)c(C)o2)cc1	-3	8	-7	/	-0.5	/	0	-4	/	/
48	COc1ccccc1-c1cc(C(=O)NCc2cccs2)no1	3	-3	-5	7	-0.1	-10	-2	-3	-4	2
49	CC(C)NC(=O)c1ccc(N2CCOCC2)nc1	7	-1	?	6	1.7	-4	3	-3	3	0
50	COc1ccc(-c2nc3ccc(C)cc3c(=O)o2)cc1OC	-18	6	?	35	-1.1	-15	-2	-2	-12	-1
51	Cc1nn(C(=O)c2cccs2)c(N)c1-c1ccccc1	1	9	0	-23	-0.7	-3	-16	0	7	3
52	Cc1ccc(C(=O)COC(=O)CCC(=O)Nc2ccccc2Cl)cc1[N+](=O)[O-]	-6	9	-5	-2	0.4	-13	0	-7	3	-1
53	COc1ccc(NC(=O)CN(C)C(=O)CNC(=O)c2ccc(C)s2)cc1	8	-3	-2	/	1.6	-3	-3	0	-6	/
54	CN(C)c1ccc(NC(=O)CN2CCC(NC(=O)C3CCCCC3)CC2)cc1	0	3	8	16	4.6	24	-7	-4	-1	-2
55	COc1ccccc1CC(NC(C)=O)C(=O)NC1CCN(c2nnnn2-c2ccccc2)CC1 (centres undefined)	/	-3	-5	8	-0.9	-15	0	/	5	-8
56	OCCOc1nnnn1-c1ccccc1	-11	8	-6	3	1.3	-10	-1	-6	5	2
57	Cc1[nH]n(-c2ccccc2)c(=O)c1C(c1ccccc1[N+](=O)[O-])C(C#N)C#N (centres undefined)	3	3	5	23	0.1	1	2	1	-28	-3
58	Cc1ccc(O)c(C2=NOC(O)(C(F)(F)C(F)F)C2)c1 (centres undefined)	6	-2	5	0	0.6	1	3	1	-4	0
